High-throughput results from PubChem BioAssay.
Mdm2 MdmX PPI = human Mdm2/MdmX binding inhibition | 330,000 compounds, 3% hits | AID 485346 | O15151+Q00987 | inhibition, % at 8 µM | SaOS-2 split-luciferase Mdm2/MdmX complementation, luminescence;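 active means inhibition of at least 50% at 8 µM in the primary screen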
APJ antagonist = antagonists of human APJ apelin receptor | CHO-K1 APJ beta-arrestin complementation, luminescence | inhibition, % at 20 µM | 330,000 compounds, 0.32% hits;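 active means inhibition above about 40% at 20 µM, limit read from the data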;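 further: cells challenged with 10 nM apelin-13 agonist together with compound; plate controls were apelin-13 plus DMSO wells for no effect and DMSO wells lacking apelin-13 for full effect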
Target sequence (P35414 whole entry, looked up): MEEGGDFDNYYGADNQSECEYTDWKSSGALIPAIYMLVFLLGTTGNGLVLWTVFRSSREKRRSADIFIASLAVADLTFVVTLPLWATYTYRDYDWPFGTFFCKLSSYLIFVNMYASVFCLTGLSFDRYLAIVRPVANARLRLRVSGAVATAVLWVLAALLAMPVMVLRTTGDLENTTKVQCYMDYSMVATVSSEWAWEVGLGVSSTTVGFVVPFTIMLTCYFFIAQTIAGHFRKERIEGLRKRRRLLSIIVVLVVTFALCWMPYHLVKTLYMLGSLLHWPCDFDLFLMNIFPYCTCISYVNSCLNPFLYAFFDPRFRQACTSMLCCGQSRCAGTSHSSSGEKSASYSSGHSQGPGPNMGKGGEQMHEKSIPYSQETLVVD
APJ agonist = activates the human apelin receptor APJ; P35414; CHO-K1 APJ PathHunter beta-arrestin, luminescence; 0% DMSO wells, 100% apelin; activation, % at 20 µM; 330,000 compounds, 0.11% hits; AID 2520;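 active means activation more than six SD over the plate average, tested at 20 µM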;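 further: 0% = DMSO alone and 100% = apelin-13 at 10 nM; some results filed as inactive read as strong as hits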
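Assay system: CHO-K1 cells stably expressing ProLink-tagged human APJ and arrestin–beta-gal acceptor. Compound dosing: 20 µM single point, 1% DMSO. Times: 16-18 h seeding, 90 min dark compound exposure, 60 min detection. Detection: beta-gal luminescence. Evaluation: APJ–arrestin association signal. Controls: negative DMSO alone, positive Apelin-13 at 10 nM.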
CHOP UPR activ = apoptotic UPR (CHOP) activation; CHO-CHOP luciferase reporter, luminescence; percent of tunicamycin response over DMSO baseline; activation, % at 10 µM; 330,000 compounds, 0.34% hits; AID 449763;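 active means at 10 µM dose, activation of 40% or more, normalized to positive control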;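 further: 100% = tunicamycin at 10 µg/mL and 0% = DMSO alone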
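Assay system: CHO cells with stable CHOP pathway luciferase reporter; Buffer or medium: F12 plus 10% serum; Times: 16-18 h cell attachment, then 6 h compound exposure, 37 °C; Signal: luciferase luminescence; Read-out basis: percent activation relative to tunicamycin control; Control set: tunicamycin high control, DMSO low control.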
697 NFkB inh = lowers PMA/ionomycin-induced NF-kB signal in 697 B cells; 697 B-cell NF-kB luciferase reporter, 16 h; inhibition, % at 4 µM; 330,000 compounds, 0.33% hits; AID 435022; in the data active means inhibition above about 35%
XBP1 UPR activ = adaptive UPR (XBP1) activation; CHO-XBP1 luciferase reporter, IRE1-XBP1 UPR activation, luminescence; percent of tunicamycin response, DMSO as zero; activation, % at 20 µM; 330,000 compounds, 0.33% hits; AID 463104;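 active means versus positive control, 20 µM dose yields 30% or more activation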;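 further: 100% = tunicamycin at 10 µg/mL and 0% = DMSO only wells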
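assay system = CHO-XBP1 luciferase reporter cells | amount = 1000 cells/well | buffer or medium = F12 plus 10% FBS | compound dosing = single point, 20 µM final compound, 1% DMSO | incubation = 16-18 h cell attachment at 37 °C, then 6 h compound exposure | detection = Steady-Glo luminescence read | controls = tunicamycin 10 µg/mL and vehicle-only wells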
tim23-1 inh = inhibits growth of tim23-1 mutant yeast | S. cerevisiae tim23-1 growth, BacTiter-Glo luminescence, 24 h | inhibition, % at 20 µM | 330,000 compounds, 1.3% hits;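 active means growth inhibition of the mutant yeast at or above 50%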;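 further: temperature-sensitive mutant grown at 25 °C; plate controls were DMSO-treated mutant yeast for no effect and medium wells lacking yeast for full effect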
Jurkat NFkB inh = lowers PMA/ionomycin-induced NF-kB signal in Jurkat cells; PMA/ionomycin-induced NF-kB luciferase reporter, luminescence; inhibition, % at 4 µM; 330,000 compounds, 0.53% hits; in the data active means inhibition above about 50%
Starred values were filed as active, the others as inactive; & = joins results of further samples; ! = not active in a repeat.

SMILES	Mdm2 MdmX PPI	APJ antagonist	APJ agonist	CHOP UPR activ	697 NFkB inh	XBP1 UPR activ	tim23-1 inh	Jurkat NFkB inh
CCOCCCn1c(=S)[nH]c2cc3c(cc2c1=O)OCO3	-8	6	-4	-0.7	-8	2	15	-14
O=C(NNC(=O)c1ccccc1O)c1ccc(Cl)c(S(=O)(=O)N2CCc3ccccc32)c1	49	-14	10	3.1	85*	0	19	-10
Nc1nc(N2CCOCC2)nc2ccccc12	-7	10	-3	-0.1	1	4	-2	2
CSC1=NCCN1C(=O)c1ccc(C)cc1	18	4	4	0.5	-3	-2	29	-33
CC(C)(C)OC(=O)C[C@@H]1C/C=C\C[C@H](CC(=O)N[C@H](CO)Cc2ccccc2)C(=O)N[C@@H](Cc2c[nH]c3ccccc23)COC1=O	10	-11	1	-0.7	3	-1	13	-2
O=C(NN1C(=O)NC2(CCCCC2)C1=O)c1cccs1	-3	-2	-1	-1.2	6	1	-10	3
Cn1c(SCC(=O)NC(=O)NCc2ccco2)nnc1-c1ccccc1	28	-11	1	-2.2	0	-3	11	-8
Cc1ccc(N(C(=O)CNC(=O)c2ccco2)C(C(=O)NC2CCCCC2)c2cccnc2)cc1F (configuration not stated)	-4	-3	1	0.1	16	-3	17	-10
Cc1csc(CN(C)C(=O)C2CCC(=O)N(CCCc3ccccc3)C2)n1 (configuration not stated)	-9	1	0	2.1	-8	-4	11	6
O=C(CSc1nc2ccccc2c(=O)n1CC1CCCO1)NCc1ccc2c(c1)OCO2 (configuration not stated)	-19	-9	-5	-1.1	10	1	18	6
Cc1cccnc1NC(=O)c1ccc(S(=O)(=O)N2CCC(C)CC2)cc1	-19	-39	0	0.4	24	-4	19	7
O=C(CCc1cn(Cc2ccc(F)cc2)c2ccccc12)N1CCOCC1	-3	2	0	0.1	-10	-6	22	-18
COC(=O)c1cc(S(=O)(=O)NC2CCCCC2)cn1C	-8	12	-3	2.2	-9	-1	13	-1
Cc1cccc(C(=O)NCCC(=O)N2CCc3ccccc3C2)c1	-22	6	-2	1.1	2	-1	3	-12
NS(=O)(=O)c1ccc(CCNC(=O)c2ccc([N+](=O)[O-])s2)cc1	9	-14	3	1.4	-6	4	11	13
CCOC(=O)C1=C(c2ccccc2)NC(=O)NC1c1ccc(OCC#N)c(OC)c1 (configuration not stated)	4	-2	-2	-1.2	-39	-2	2	-16
O=C(/C=C/c1ccc(OCCCF)cc1)N1CCN(Cc2ccccc2)CC1	8	-2	-2	0.9	-7	-3	36	6
O=C1c2ccccc2C(=O)c2c1ccc(C(=O)N1CCCCC1)c2NCCO	-14	-13	-1	-2.9	11	0	41	-2
CN(c1ccccc1)S(=O)(=O)c1cccc(NC(=O)CSc2n[nH]c(N)n2)c1	6	11	1	-1.3	-19	1	5	13
N#Cc1c(N2CCN(C(=O)c3ccccc3)CC2)nc(-c2ccccc2)c2c1CCCC2	25	7	0	1.9	-12	-3	28	10
Cc1ccc(NS(=O)(=O)c2ccc(C(=O)NNC(=O)c3ccccc3O)cc2)cc1	62*	1	-8	0.0	-2	-3	11	22
Cc1ccccc1-n1nnnc1-c1ccccc1	13	-1	-4	-2.6	17	4	13	6
COc1ccc2[nH]c(=O)c(CN(CCO)C(=O)c3ccccc3F)cc2c1	-1	23	-3	0.2	14	-3	-4	11
Cc1ccc(C(=O)N2CCCC(CCC(=O)N3CCN(c4ccccn4)CC3)C2)s1 (configuration not stated)	21	-24	-1	-0.2	-3	-2	17	-1

Some entries already given, showing only 697 NFkB inh, XBP1 UPR activ and APJ antagonist:
mol	697 NFkB inh	XBP1 UPR activ	APJ antagonist
COC(=O)c1cc(S(=O)(=O)NC2CCCCC2)cn1C	-9	-1	12
Cc1ccc(C(=O)N2CCCC(CCC(=O)N3CCN(c4ccccn4)CC3)C2)s1 (configuration not stated)	-3	-2	-24

Continued:
SMILES	Mdm2 MdmX PPI	APJ antagonist	APJ agonist	CHOP UPR activ	697 NFkB inh	XBP1 UPR activ	tim23-1 inh	Jurkat NFkB inh
O=C(COC(=O)c1ccccc1C(=O)N1CCN(c2ccccc2)CC1)Nc1ccc(F)cc1	4	6	-3	1.7	20	-1	16	6
CCOc1ccc(Nc2nc3ccccc3n3nnnc23)cc1	27	-100	0	4.1	-53	4	-12	-34
CCn1nnc(NC(=O)c2ccc([N+](=O)[O-])o2)n1	-5	-1	1	27	-15	5	29	6
Cc1ccc(C(=O)C[n+]2cc(-c3ccccc3)n3c2CCCCC3)cc1	25&8	7&-8	-4&-1	-0.7&0.1	39*!	0&0	-5&15	25&38
C=COCCNC(=O)Nc1ccc(Cl)c(Cl)c1	20	6	0	0.1	-3	-1	3	-15
Cc1cc(C)c2nc(NC(=O)c3ccc([N+](=O)[O-])o3)sc2c1	32	20	-3	3.1	-35	-2	8	-3
CCCc1nc2nc(C)c(NS(=O)(=O)c3ccc4c(c3)CCCC4)c(=O)n2[nH]1	25	16	-1	1.1	11	3	1	12
Cc1ccc(C(=O)NC(NC(=O)c2ccc(C)cc2)C(Cl)Cl)cc1	25	-7	-3	-1.5	-6	-1	-31	12
CCOc1ccc(S(=O)(=O)N2CCN(CCNS(=O)(=O)c3ccc(C)cc3)CC2)cc1	14	-18	-5	0.3	13	-3	13	15
COc1cc(C=O)ccc1Oc1cnccn1	23	-17	1	-0.6	-1	6	-5	-4
O=C(CCn1nnc2ccccc21)OCC(=O)c1ccc(F)cc1	17	2	2	0.8	24	-1	12	-13
NC(=O)CSc1nnc(COc2cccc3ccccc23)o1	26	6	-3	0.6	16	-1	14	11
COc1ccccc1CNc1ncnc2sccc12	9	12	4	5.2	0	-4	13	35
CN1CCc2c(sc3c2c(=O)n(-c2ccccc2)c2n[nH]c(=S)n32)C1	12	-12	-2	2.7	10	1	-13	11
ONC=Nc1cccc2nonc12	24	8	-4	-0.5	7	-2	-6	7
Cc1cccc(N2CCN(C(=S)Nc3ccc4nc(N5CCN(C)CC5)cc(C)c4c3)CC2C)c1 (configuration not stated)	88*	-7	2	7.7	6	62*	4	7
COc1ccc(S(=O)(=O)N2CCN(C(=S)Nc3ccc(S(N)(=O)=O)cc3)CC2)cc1	20	-6	8	-0.7	8	0	1	1
COc1cccc(CNC(=O)CCC2CCCN(Cc3ccc(OC(F)F)cc3)C2)c1 (configuration not stated)	-30	5	-4	0.3	5	4	9	25
Cc1ccccc1CNC(=O)c1ccccc1C	19	15	-3	-2.7	12	0	3	6
CCOc1ccc(/C=C(\C#N)C(=O)NCC2CCCO2)cc1OCC (configuration not stated)	11	1	1	0.5	12	0	34	-4
COc1cc(OC)cc(N(C(=O)c2snc(C(N)=O)c2N)C(C(=O)NCC2CCCO2)c2ccc(C)o2)c1 (configuration not stated)	1	14	2	0.5	-1	-8	7	-6
CC(C)(C)C(=O)/C=C1\NC(=O)CS1	5	19	-2	-0.8	-10	-2	5	5
COc1ccc(N(C)S(=O)(=O)c2cccc(C(=O)N3CCN(S(=O)(=O)c4ccc(C)cc4)CC3)c2)cc1	15	-14	-5	-1.2	1	0	9	6
C/C(=N\N(C)C)c1ccc(OCCOc2ccc([N+](=O)[O-])cc2)cc1	-9	-12	2	-0.7	-4	1	20	16
Cc1ccc(C(=O)OCC(=O)NC(=O)c2ccccc2)o1	18	12	-6	1.9	15	-2	8	11
CN1C(=O)c2ccc(C(=O)NCc3ccccc3)cc2C1=O	-7	7	-3	-0.6	22	-3	16	-5
CCOC(=O)c1c(C)[nH]c(C)c1C(=O)CSc1nc(N)cc(N)n1	2	-4	1	2.5	5	-2	14	0
C=CCN1C2CCCC1CC(NC(=S)Nc1cccc(OC)c1)C2 (configuration not stated)	16	-1	-2	1.5	4	-3	-1	-6
CC1=NN(C(=O)c2ccc(Cn3cc([N+](=O)[O-])cn3)cc2)C(O)(C(F)(F)F)C1 (configuration not stated)	12	0	0	0.8	-3	-1	14	13
Cc1ccc(NC(=O)C2CC2c2ccccc2)cc1 (configuration not stated)	7	1	-1	7.4	-5	-2	5	-28
Cc1ccccc1NCc1ccccc1O	2	-12	-1	-0.3	-12	-1	8	-5
c1ccc(-n2ncc(-c3nn[nH]n3)n2)cc1	7	-6	-2	-2.7	2	2	5	-14
COc1ccc(C(=O)CSc2nnc(CNC(=O)c3ccc(S(=O)(=O)N(C)C)cc3)o2)cc1	15	9	1	0.4	20	-2	0	9
Cc1ccc(CN(C(=O)Cc2cccs2)C(C(=O)NC2CCCC2)c2ccncc2)cc1 (configuration not stated)	12	21	0	-1.4	2	-2	27	-8
CC1CCN(S(=O)(=O)N2CCC(C(=O)N3CCC(N(C)CC4CCCO4)CC3)CC2)CC1 (configuration not stated)	14	-2	3	1.2	14	-1	2	14
Cc1cccc(N(CC(=O)NCc2ccco2)C(=O)CCC(=O)Nc2nccs2)c1	-32	13	8	-0.4	-36	1	16	-23
CCOC(=O)Cc1csc(N/C(=N/S(=O)(=O)c2cc(Br)ccc2OCC)c2ccccc2)n1	10	-16	-3	-2.1	-2	-3	27	-12
COc1ccc(OC(=O)c2ccc(OC)c(S(=O)(=O)N3CCOCC3)c2)cc1	3	-4	9	0.3	10	2	16	0
O=c1[nH]c(=O)n(Cc2ccco2)c2c1C(C(F)(F)F)(C(F)(F)F)N=C(C1CCCCC1)N2	5	-2	-3	-3.3	11	-2	-12	-8
Cc1cc2nc(C(F)(F)F)cc(-c3cccs3)n2n1	11	1	-1	-1.3	-21	2	7	-8
CC1(C)Cc2c(sc3ncnc(N)c23)CO1	2	-2	1	-3.0	6	-1	4	3
COc1ccc(OCC(=O)OCC(=O)NCC2CCCCC2)cc1	16	-2	-4	-1.2	17	1	-2	-7
Cc1cc(C)nc(SCc2cc(=O)c(OC(=O)c3ccc(S(=O)(=O)N(C)C)cc3)co2)n1	-14	12	0	3.8	-21	2	-2	-2
CCc1ccc(S(=O)(=O)c2ccc(-n3nc(C)cc3N)cc2)cc1	13	-2	-2	-2.1	1	-3	5	10
CCn1c(=O)cc(OCC(=O)NC2CC2)c2ccccc21	3	-8	-2	2.4	-7	4	-10	-9
O=C(CSC1=NS(=O)(=O)c2ccccc2N1)Nc1ccccc1F	16	7	17	2.2	-11	5	26	-5
CN1CCN(C(=O)C23CCC(C)(C(=O)C2Br)C3(C)C)CC1 (configuration not stated)	-10	17	1	0.5	-12	0	-11	13
NS(=O)(=O)c1ccc(NC(=O)COC(=O)CCCN2C(=O)c3cccc4cccc(c34)C2=O)cc1	6	-3	-6	0.9	-10	-3	15	9
COc1cc(NC(=O)CSCC(=O)Nc2cc(OC)cc(OC)c2)cc(OC)c1	19	17	-5	2.9	8	-2	3	5
C/C(N)=C(/C#N)C(=O)CSc1nc(-c2ccccc2)c(-c2ccccc2)o1	28	16	0	0.7	-12	3	21	11
Cc1ccc(OCC(=O)Nc2ccc(C)c(F)c2)c([N+](=O)[O-])n1	-102	2	4	5.0	-38	1	31	-62
CO/N=C/c1c(-c2ccc(Cl)cc2)nc2cc(C)ccn12	18	14	-5	-0.6	-14	3	38	-8

2 consecutive entries already listed, quoted:
SMILES	Mdm2 MdmX PPI	APJ antagonist	APJ agonist	CHOP UPR activ	697 NFkB inh	XBP1 UPR activ	tim23-1 inh	Jurkat NFkB inh
Cc1ccc(OCC(=O)Nc2ccc(C)c(F)c2)c([N+](=O)[O-])n1	-102	2	4	5.0	-38	1	31	-62
CO/N=C/c1c(-c2ccc(Cl)cc2)nc2cc(C)ccn12	18	14	-5	-0.6	-14	3	38	-8
